TDP1 block: inhibitors of human tyrosyl-DNA phosphodiesterase TDP1 | Q9NUW8 | recombinant TDP1, AlphaScreen DNA substrate cleavage | Potency, µM (series often up to 130 µM), for the others: at the top dose activity change, negative = inhibition, actives largely listed as inhibitors | 350,000 compounds, 0.28% hits; also: nearly all actives have a fitted effect of over 40% in size
Target sequence (Q9NUW8 whole entry, looked up): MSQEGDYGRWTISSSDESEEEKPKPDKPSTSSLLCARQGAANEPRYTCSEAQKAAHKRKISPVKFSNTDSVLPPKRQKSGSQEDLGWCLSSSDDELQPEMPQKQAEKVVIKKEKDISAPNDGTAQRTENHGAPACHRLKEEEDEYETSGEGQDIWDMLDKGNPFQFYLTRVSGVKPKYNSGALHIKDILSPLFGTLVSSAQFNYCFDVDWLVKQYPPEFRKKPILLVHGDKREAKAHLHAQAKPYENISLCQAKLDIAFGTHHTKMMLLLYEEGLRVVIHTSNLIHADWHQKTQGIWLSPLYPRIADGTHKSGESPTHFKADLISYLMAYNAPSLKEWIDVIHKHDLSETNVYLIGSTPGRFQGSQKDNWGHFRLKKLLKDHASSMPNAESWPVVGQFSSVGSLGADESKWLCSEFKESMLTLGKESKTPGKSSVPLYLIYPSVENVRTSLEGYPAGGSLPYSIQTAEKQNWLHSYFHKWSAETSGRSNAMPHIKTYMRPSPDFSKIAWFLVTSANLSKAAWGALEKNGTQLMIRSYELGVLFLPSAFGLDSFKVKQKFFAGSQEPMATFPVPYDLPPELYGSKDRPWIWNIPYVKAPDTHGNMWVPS
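Signal: AlphaScreen proximity between streptavidin donor and anti-FITC acceptor beads on intact substrate. Reaction: Tdp1 1 nM, substrate 15 nM final, 5 min RT after 15 min compound preincubation.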
N370S GC: inhibits or activates N370S mutant glucocerebrosidase. P04062. N370S GC spleen homogenate, 4MU-glucoside fluorescence. Potency, µM (doses to about 59.4 µM), inactives show at the top dose activity change, negative = inhibition, usual class: inhibitors. 330,000 compounds, 0.092% hits;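 also: 0% = full enzyme activity and -100% = no enzyme basal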
DT40 TDP1 no CPT: qHTS for Inhibitors of human tyrosyl-DNA phosphodiesterase 1 (TDP1): qHTS in cells in absence of CPT; DT40 Tdp1-/- hTDP1 cells, no CPT, ATP luminescence, 48 h; Potency, µM (series often up to 46.2 µM), without a hit: at the highest dose activity change, negative = growth inhibition, usual class: inhibitors; 420,000 compounds, 15% hits; AID 686978, 2013; also: nearly all actives have a fitted effect of over 55% in size
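DT40 Tdp1-/-;hTDP1 cells, no CPT (DMSO vehicle only), 400 cells/well; compounds pin-transferred; ≥48 hr, 37 °C; CellTiter-Glo 30 min RT dark, luminescence read.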
An asterisk follows results filed as active; u = inconclusive; x = not tested or not shown; & = joins results of further samples; [ ] = dose if it differs, or a comment. Calls follow the shape of the dose curve; as a rule, active = well fitted curve in the direction sought with a large enough effect; inconclusive = small, poorly fitted or top-dose-only effect, or another doubt; inactive = no such curve, though single readings can be large; an effect the other way counts as inactive or inconclusive. Unless noted, % is scaled to controls: 0 for no effect and ±100 for the full control effect; potency is read from the fitted curve at half-maximal effect. Some of the compounds tested, so the mix of outcomes need not match the whole.

mol | N370S GC | TDP1 block | DT40 TDP1 no CPT
COc1ccc(C2CC(c3ccccc3OC(=O)/C=C/c3ccccc3)=NN2C(C)=O)cc1 (configuration not stated) | 15% | 7% | u
COc1ccc(Cn2c(SCC(=O)N(C)Cc3ccccc3)nc3ccccc32)cc1 | x | 6% | u
N#CCSc1ncnc2sc3c(c12)CCC3 | -2% | 2% | -19%
CC1(C)CC2CC(C)(CN2C(=O)COC(=O)c2n[nH]c(=O)c3ccccc23)C1 (configuration not stated) | 1% | 0% | -35%
Cc1ccc(N=C2NC(=O)/C(=C\c3ccsc3)S2)c(C)c1 | 5% | 0% | u
Cc1ccccc1Nc1cccc2nonc12 | 16% | x | -25%
CC1CCN(S(=O)(=O)c2cc(F)ccc2CN2C(=O)c3cccnc3C2=O)CC1 | 22% | 3% | 6%
O=C(NCc1ccc(F)cc1)N1CCc2ccccc2C1 | 8% | 9% | u
COc1ccc(CN(C)CC(=O)NC(=O)NC2CCCCC2)cc1 | x | 1% | u
CCn1c2ccccc2c2nnc(N3CCN(c4ccc(OC)cc4)CC3)nc21 | x | -1% | u
N#CC1(NC(=O)CN2C(=O)NC3(CCCCCC3)C2=O)CCCCC1 | x | 0% | 5%
Nc1nnnn1CC(=O)N/N=C/c1cc([N+](=O)[O-])ccc1O | -10% | 9% | -9%
CC(C)Oc1ccc(CNC(=O)CN2C(=O)CCn3nc(-c4cn(C)c5ccccc45)cc32)cc1 | x | 7% | u
OCCCNC(c1ccccc1)c1ccc(O)cc1 (configuration not stated) | 2% | 1% | -10%
COc1ccc(C(=O)OCC(=O)NCc2ccco2)cc1OC | 14% | 40µM* | -6%
CS(=O)(=O)N1CCC2(CCCN(Cc3ccc(C#N)cc3)C2)CC1 | -1% | x | -16%
COc1cccc(NC(=O)CSc2nccn(-c3ccc4c(c3)OCCO4)c2=O)c1 | 5% | 7% | u
O=C(Nc1ccccc1)c1cc(N2CCOCC2)nc2ccccc12 | -27% | -3% | u
O=C(c1cc2ccccc2oc1=O)N1CCN(c2ccc(Cl)cc2)CC1 | x | -3% | 21µM*
Cc1cc(Cl)ccc1OC(C)C(=O)NCCCn1ccnc1 (configuration not stated) | -2% | -4% | -19%
COc1ccc(N2CCN(C(=O)c3ccc(NS(=O)(=O)c4ccc(F)cc4)cc3)CC2)cc1 | 4% | 7% | u
CCOC(=O)c1[nH]c2ccccc2c1NC(=O)CC(C)(C)C | 4% | 2% | -12%
CC(C)C[C@H]1CN=C(Nc2ccccc2)N1CC1CCC(C)CC1 (some centres not stated) | -12% | x | 18µM*
Cc1cccn2cc(CNS(=O)(=O)c3cccc(F)c3)nc12 | 9% | -3% | u
COc1cc2c(cc1OC)C(COc1ccccc1OC)N(C(=O)C(C)(C)C)CC2 (configuration not stated) | -9% | x | u
Cc1nc2ccccc2nc1SCC(=O)c1ccccc1 | u | 2% | 7.3µM*
Fc1ccc(-c2noc3ncnc(NCCc4ccccc4)c23)cc1 | x | -10% | 16µM*
CCOC(=O)c1cnc2ccc(OCC)cc2c1NCCCN1CCOCC1 | 22% | 2% | 18µM*
CN=C1SC(C(=O)Nc2ccccc2Cl)CC(=O)N1c1ccc(OC(F)(F)Cl)cc1 (configuration not stated) | -5% | -1% | u
CC(=O)N/N=C/c1ccc(OCCOc2ccc(Br)cc2)cc1 | -1% | 1% | -16%
CCOc1cc(/C=C2\SC(N3CCCC(C)C3)=NC2=O)ccc1O (configuration not stated) | -7% | x | u
O=C(CN(Cc1ccc(F)cc1)C(=O)C1CSC(=O)C1)NC1CCCCC1 (configuration not stated) | u | 1% | -15%
CC(=O)NC1C(=O)N=C(SC(C)C(=O)Nc2cccc(Cl)c2)NC1=O (configuration not stated) | 1% | 0% | 1%
CCCCCCN(CCCCCC)C(=O)Cc1c(-c2ccc(F)cc2)[nH]c2ccccc12 | -9%&6%&1%&-9% | 9%[56.1 µM] | 13µM*
CCOC(=O)N1CCN(C(=O)Nc2ccc(Cl)cc2Cl)CC1 | -1% | 7% | -10%
O=c1c(-c2ccc(F)cc2)nc2cnc(N3CCOCC3)nc2n1CCc1ccccc1 | -6% | x | -2%
CCOC(=O)c1ccc(NC(=O)[C@@H](NC(N)=O)C(C)C)cc1 | -25% | 2% | 2%
CC(C)(C)c1ccc(OC(=O)N2CCOCC2)cc1 | -5% | 1% | -16%
Cc1cccc(-c2noc(-c3ccc(NC4CCCC4)c([N+](=O)[O-])c3)n2)c1 | x | 6% | -26%
CC(CC(=O)NCc1ccco1)S(=O)(=O)c1ccc2c(c1)CCN2C(=O)C1CC1 (configuration not stated) | -1% | 1% | u
COc1ccc(S(=O)(=O)NCCC(C)C)cc1C | x | -3% | u
CCOC(=O)N1CCN(CC(=O)Nc2ccccc2C(=O)Nc2ccccc2)CC1 | x | 0% | u
CC(=O)c1cccc(-n2nnnc2SCC(=O)Nc2cc(C)on2)c1 | -6% | x | -13%
O=C(COC(=O)c1ccc2ncsc2c1)Nc1ccc(OC(F)(F)F)cc1 | x | 1% | u
CCOC(=O)Cc1c[nH]c(=S)[nH]c1=O | 5% | x | -25%
CCOc1ccccc1N(C(=O)CNC(=O)c1ccco1)C(C(=O)NC1CCCC1)c1ccncc1 (configuration not stated) | -10% | 1% | 7%
C=CCn1c(SCC(=O)Nc2sc3c(c2C#N)CCC3)nnc1C1COc2ccccc2O1 (configuration not stated) | 17% | -2% | -16%
Cc1ccc(S(=O)(=O)c2cnc(-c3ccccc3)nc2N2CCCCC2)cc1 | 4% | -3% | u
COc1ccc(CNC(=O)c2cnc(N3CCOCC3)c3ccccc23)cc1 | x | 7% | u
CN1c2ccsc2/C(=N/NC(=O)c2c(F)cccc2F)CS1(=O)=O | x | 9% | -13%
Cc1cccc(C(=O)NCc2nnc3c4ccccc4c(-c4ccccc4)nn23)c1 | -1% | 1% | u
N#C/C(=C\c1ccc(Sc2nc3ccccc3[nH]2)o1)c1ccccc1 | 18% | 7% | 18µM*
CCN(CC)C(=O)CSc1nnc2cc(C)c3ccccc3n12 | 8% | 0% | 11%
Cc1onc(-c2ccccc2)c1C(=O)OCCOc1ccc([N+](=O)[O-])cc1[N+](=O)[O-] | -15% | x | 21µM*
Cc1ccc2nc(-c3ccncc3)cc(C(=O)Nc3ccncc3)c2c1 | -7% | 4% | u
COC(=O)N[C@@H](c1ccc(Br)cc1)C(C(=O)OC)C(=O)OC | 0% | 4% | x
Cc1cc(OCC(=O)O/N=C(\N)c2ccccc2)ccc1Cl | 6% | 2% | 6%
CC(NC(=O)C(=O)c1cn(CC(=O)N2CCOCC2)c2ccccc12)c1ccccc1 (configuration not stated) | -10% | 3% | 25%
CCC(C)N=Cc1c(Nc2ccccc2)nc2c(C)cccn2c1=O (configuration not stated) | -3% | 5% | u
COc1ccc(S(=O)(=O)N2CCOCC2)cc1NC(=O)COC(=O)C1CCC1 | x | 1% | -13%

Compound profiles, from the list above. Values in the order: N370S GC	TDP1 block	DT40 TDP1 no CPT
Cc1onc(-c2ccccc2)c1C(=O)OCCOc1ccc([N+](=O)[O-])cc1[N+](=O)[O-] as listed: -15%	x	21µM*
Cc1cccc(C(=O)NCc2nnc3c4ccccc4c(-c4ccccc4)nn23)c1 as listed: -1%	1%	u

Further compounds follow.
mol | N370S GC | TDP1 block | DT40 TDP1 no CPT
COc1ccc(NC(=O)c2ccc(-c3nc(CSc4ccc(C)cc4)c(C)o3)cc2)cc1Cl | x | 6% | u
COC(=O)c1ccc(N2CCOCC2)c(NC(=O)c2cccs2)c1 | -14% | 1% | -11%
CC1(C)Cc2cccc(C(=O)Nc3ccc(F)cc3F)c2O1 | 16% | -8% | u
CCN(CC)CCNC(=O)C(=O)Nc1ccc2c(c1)N(S(=O)(=O)c1cccs1)CCC2 | -7% | x | 16µM*
COc1cccc(OCC(=O)Nc2ccncc2)c1 | -6% | x | u
Cn1c(SCC(=O)NC2CCCC2)nnc1-c1cccs1 | 0% | 4%[0.0935 µM] | -11%
CCOc1ccc(N(CC(=O)NCc2ccc(OC)cc2)C(=O)CCC(=O)Nc2nccs2)cc1 | 2% | 2%[0.0935 µM] | -25%
CCCOc1cccc(C(=O)Nc2ccc(Br)cc2F)c1 | 4% | -1% | -19%
CC1=NN(c2ccc(Br)cc2)C(=O)/C1=C/c1cccs1 | -15% | 8% | -18%
CCOc1cc(/C=C/C(=O)O)ccc1OCc1ccccc1 | 7% | 1% | 6%
COc1ccc(-c2[nH]ncc2C(=O)NCc2cccc(OC)c2)cc1 | x | -4% | -26%
CCOC(=O)c1c(C)[nH]c(CCC(=O)Nc2ccc(OC)c(OC)c2)c1C | x | 11% | u
CCN(CC)C(=O)Cn1c(=O)n(CCc2ccccc2)c(=O)c2ccccc21 | x | -1% | u
COc1ccc(NC(=O)C2CCN(S(=O)(=O)c3cccc4nonc34)CC2)c(OC)c1 | -3% | 0% | -25%
CC(C)c1cccc(C(C)C)c1NC(=O)CN1C(=O)NC2(CCCCCCC2)C1=O | x | 0% | 9%

A draw from above in order of length of the SMILES, largest number first:
mol | N370S GC | TDP1 block | DT40 TDP1 no CPT
COc1ccc(NC(=O)c2ccc(-c3nc(CSc4ccc(C)cc4)c(C)o3)cc2)cc1Cl | x | 6% | u
CCN(CC)CCNC(=O)C(=O)Nc1ccc2c(c1)N(S(=O)(=O)c1cccs1)CCC2 | -7% | x | 16µM*
CCOC(=O)c1c(C)[nH]c(CCC(=O)Nc2ccc(OC)c(OC)c2)c1C | x | 11% | u
CC1=NN(c2ccc(Br)cc2)C(=O)/C1=C/c1cccs1 | -15% | 8% | -18%

The results go on:
mol | N370S GC | TDP1 block | DT40 TDP1 no CPT
COCCOC(=O)C1=C(C)NC(=O)NC1c1cccc(F)c1 (configuration not stated) | 2% | 2% | 12%
Cc1nonc1C(=O)N/N=C/c1ccc(O)cc1 | 5% | 5% | -8%
CCOC(=O)Cc1[nH]nc2c1C(c1cc(OC)ccc1OC)C(C#N)=C(N)O2 (configuration not stated) | 5% | -2% | 2%
Cc1ccc(C(=O)O)cc1NC(=S)NC(=O)c1ccc([N+](=O)[O-])c(C)c1 | 0% | 5% | 3%
Cc1ccc(N2CCN(S(=O)(=O)c3nnc(NC(=O)c4ccco4)s3)CC2)cc1 | 2% | x | -14%
COc1ccc(Cn2c(SCC#N)nc3ccc(N4CCOCC4)cc3c2=O)cc1 | -17% | 2% | u
COc1ccc(-c2nn(-c3ccccc3)cc2C(=O)N(C)CC(=O)Nc2cccc(F)c2)cc1 | x | -2% | u
COc1ccc(NC(=O)c2cc(C)no2)cc1OC | 0% | x | 1%
CN(CCCNC(=O)c1cc2c(=O)n(C)c3ccccc3c2s1)Cc1ccccc1 | x | 0% | 15µM*
COc1ccc(-c2cc(C(=O)N3CCN(c4ccccc4)CC3)c3ccccc3n2)cc1OC | -1% | 1% | 16µM*
O=S1(=O)C2CC3C=CC2(CN1Cc1cccc(F)c1)O3 (configuration not stated) | -6% | 6% | x
O=C(NCCN1CCOCC1)c1cnn2c1NC(c1cccs1)CC2C(F)(F)F (configuration not stated) | 3% | 3% | -16%
Cc1ccc(N2CCN(C(=S)c3ccc(N(C)C)cc3)CC2)cc1 | 6% | 8% | u
COc1ccc(C(=O)NCCNc2ccccc2[N+](=O)[O-])cc1 | -14% | 10% | -22%
Cc1cc(NC(=O)CCSc2ccccc2)ccc1Br | 14% | -7% | -7%
Cc1c(Cl)cccc1Nc1nn2c(=O)c3ccc(C(=O)NCCC4=CCCCC4)cc3nc2s1 | x | 0% | 4.6µM*
COc1ccc(OC)c(-n2c(=S)[nH]c3cc(C(=O)N(C)Cc4ccccc4)ccc3c2=O)c1 | u | 6% | -5%
Cc1ccc(/C=N/N(Cc2ccccc2)c2ccccc2)o1 | 8% | 8% | 7%
COc1c(S(=O)(=O)NCCCn2ccnc2)ccc(Cl)c1Cl | -1% | 6% | -14%
O=C(NCCCN1CCN(c2ccccc2)CC1)c1cc2c(s1)-c1ccccc1OC2 | x | 14% | 23µM*
O=C(NCCN1CCN(c2ccccc2F)CC1)C1CCCN(S(=O)(=O)c2cnc[nH]2)C1 (configuration not stated) | -2% | 0% | -20%
O=C(COC(=O)c1c[nH]c(=O)[nH]c1=O)Nc1ccccc1F | 1% | 4% | -5%
COc1ccccc1Nc1nc2ccccc2n1C | -1% | -3% | -13%
N#C/C(=C\c1c(N2CCC(C(N)=O)CC2)nc2ccccn2c1=O)C(=O)NC1CCCCC1 | 1% | 3% | u
C[C@@]12C(=O)Nc3ccc(F)cc3C(=O)N1[C@H]1c3ccccc3OC[C@@H]1[C@@H]2c1ccccc1 | x | 0% | -10%
C#CCCCO/N=C1/C[C@@H](O)[C@@H](O)[C@@H]2[C@@H]3C(=O)N(Cc4ccc5c(c4)OCO5)C(=O)[C@H]3CC[C@H]12 | -1%[12.8 µM] | 4%[21 µM] | x
O=C(CN1CCC(NC(=O)Nc2ccccc2)CC1)Nc1ccccc1F | -5% | 0% | -14%
O=C1CCCC(=NNC(=O)c2cc3ccccc3cc2O)C1 | x | 2% | -22%
Cn1nnnc1Sc1c(Cl)cccc1[N+](=O)[O-] | 0% | -1% | -13%
